NadD block: inhibitors of S. aureus NadD, primary screen, biochemical, colorimetric, uHTS. purified NadD enzyme, colorimetric absorbance read-out. inhibition, % at 20 µM. 360,000 compounds, 0.78% hits. AID 602399, 2012; in the data active means inhibition above about 26%; further: some compounds past the cut are filed as inactive
PABP1 MLLE inh: inhibitors of PABP1 MLLE–PAM2 peptide binding, primary screen, biochemical, fluorescence polarization, FITC-PAM2, GST-MLLE; Polyadenylate-binding protein 1 (Homo sapiens), P11940; inhibition, % at 20 µM; 360,000 compounds, 0.36% hits; AID 588489, 2011; in the data active means inhibition above about 35%, passing the limit was not always enough;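 further: plate controls were DMSO wells with GST-MLLE for no effect and wells lacking GST-MLLE protein for full effect; some results filed as inactive read as strong as hits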
MT1-MMP act inh: blockers of MT1-MMP proenzyme processing, primary screen, HT1080 RFP-PRO-GFP cells, GFP/RFP fluorescence; GFP/RFP ratio change, % at 20 µM; GFP/RFP ratio fluorescence, overnight; percent of plate control window, DMSO zero; AID 651647, 2012; 360,000 compounds, 0.061% hits;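 active means GFP/RFP ratio change of at least 30% with cell ATP level not reduced by more than half and red fluorescence within 50% of control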; further: strong numbers were not always called active
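Assay system: HT1080 RFP-PRO-GFP cells | Dosing: 20 µM single dose, 1% DMSO | Incubation: Cells overnight before dosing, compound overnight, 37 °C, 5% CO2 | Evaluation: GFP/RFP fluorescence ratio | Control set: DMSO-only wells and HT1080 RFP-L50D-GFP cell wells as references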
SKN-1 block: suppressors of acrylamide-induced Pgst-4::GFP reporter in worms, primary screen, SKN-1 inhibitor project, whole organism, uHTS, GFP/RFP fluorescence ratio, strain VP596. C. elegans VP596 Pgst-4::GFP/RFP ratio, 24 h. inhibition, % at 21.8 µM. 360,000 compounds, 0.49% hits;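 active means interference check ratio from 0.5 to 1.5 plus GFP to RFP signal ratio inhibition reaching or exceeding a fixed threshold, cut at about 30% in these data, passing the limit was not always enough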; further: some compounds called inactive have numbers as strong as hits
Neddyl block: inhibitors of cullin neddylation, primary screen, biochemical, TR-FRET, uHTS, NAE and Ubc12. NEDD8-conjugating enzyme Ubc12 (Homo sapiens) + NEDD8-activating enzyme E1 regulatory …. calls only at 25 µM. 360,000 compounds, 0.58% hits; in the data active means inhibition above about 36%
FAS TE block: FAS thioesterase domain inhibitors, primary screen, biochemical, fluorescence intensity, uHTS; AID 602261, 2012; Fatty acid synthase (Homo sapiens), P49327; inhibition, % at 15 µM; recombinant FAS-TE, OMFH fluorogenic substrate, fluorescence endpoint; 360,000 compounds, 0.67% hits;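 active means compounds whose normalised, plate-corrected inhibition of enzyme fluorescence in the single-dose primary screen is 50% or more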;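 further: 0% = DMSO with enzyme and 100% = substrate without enzyme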
Target sequence (P49327 whole entry, looked up, the tested form may be a part): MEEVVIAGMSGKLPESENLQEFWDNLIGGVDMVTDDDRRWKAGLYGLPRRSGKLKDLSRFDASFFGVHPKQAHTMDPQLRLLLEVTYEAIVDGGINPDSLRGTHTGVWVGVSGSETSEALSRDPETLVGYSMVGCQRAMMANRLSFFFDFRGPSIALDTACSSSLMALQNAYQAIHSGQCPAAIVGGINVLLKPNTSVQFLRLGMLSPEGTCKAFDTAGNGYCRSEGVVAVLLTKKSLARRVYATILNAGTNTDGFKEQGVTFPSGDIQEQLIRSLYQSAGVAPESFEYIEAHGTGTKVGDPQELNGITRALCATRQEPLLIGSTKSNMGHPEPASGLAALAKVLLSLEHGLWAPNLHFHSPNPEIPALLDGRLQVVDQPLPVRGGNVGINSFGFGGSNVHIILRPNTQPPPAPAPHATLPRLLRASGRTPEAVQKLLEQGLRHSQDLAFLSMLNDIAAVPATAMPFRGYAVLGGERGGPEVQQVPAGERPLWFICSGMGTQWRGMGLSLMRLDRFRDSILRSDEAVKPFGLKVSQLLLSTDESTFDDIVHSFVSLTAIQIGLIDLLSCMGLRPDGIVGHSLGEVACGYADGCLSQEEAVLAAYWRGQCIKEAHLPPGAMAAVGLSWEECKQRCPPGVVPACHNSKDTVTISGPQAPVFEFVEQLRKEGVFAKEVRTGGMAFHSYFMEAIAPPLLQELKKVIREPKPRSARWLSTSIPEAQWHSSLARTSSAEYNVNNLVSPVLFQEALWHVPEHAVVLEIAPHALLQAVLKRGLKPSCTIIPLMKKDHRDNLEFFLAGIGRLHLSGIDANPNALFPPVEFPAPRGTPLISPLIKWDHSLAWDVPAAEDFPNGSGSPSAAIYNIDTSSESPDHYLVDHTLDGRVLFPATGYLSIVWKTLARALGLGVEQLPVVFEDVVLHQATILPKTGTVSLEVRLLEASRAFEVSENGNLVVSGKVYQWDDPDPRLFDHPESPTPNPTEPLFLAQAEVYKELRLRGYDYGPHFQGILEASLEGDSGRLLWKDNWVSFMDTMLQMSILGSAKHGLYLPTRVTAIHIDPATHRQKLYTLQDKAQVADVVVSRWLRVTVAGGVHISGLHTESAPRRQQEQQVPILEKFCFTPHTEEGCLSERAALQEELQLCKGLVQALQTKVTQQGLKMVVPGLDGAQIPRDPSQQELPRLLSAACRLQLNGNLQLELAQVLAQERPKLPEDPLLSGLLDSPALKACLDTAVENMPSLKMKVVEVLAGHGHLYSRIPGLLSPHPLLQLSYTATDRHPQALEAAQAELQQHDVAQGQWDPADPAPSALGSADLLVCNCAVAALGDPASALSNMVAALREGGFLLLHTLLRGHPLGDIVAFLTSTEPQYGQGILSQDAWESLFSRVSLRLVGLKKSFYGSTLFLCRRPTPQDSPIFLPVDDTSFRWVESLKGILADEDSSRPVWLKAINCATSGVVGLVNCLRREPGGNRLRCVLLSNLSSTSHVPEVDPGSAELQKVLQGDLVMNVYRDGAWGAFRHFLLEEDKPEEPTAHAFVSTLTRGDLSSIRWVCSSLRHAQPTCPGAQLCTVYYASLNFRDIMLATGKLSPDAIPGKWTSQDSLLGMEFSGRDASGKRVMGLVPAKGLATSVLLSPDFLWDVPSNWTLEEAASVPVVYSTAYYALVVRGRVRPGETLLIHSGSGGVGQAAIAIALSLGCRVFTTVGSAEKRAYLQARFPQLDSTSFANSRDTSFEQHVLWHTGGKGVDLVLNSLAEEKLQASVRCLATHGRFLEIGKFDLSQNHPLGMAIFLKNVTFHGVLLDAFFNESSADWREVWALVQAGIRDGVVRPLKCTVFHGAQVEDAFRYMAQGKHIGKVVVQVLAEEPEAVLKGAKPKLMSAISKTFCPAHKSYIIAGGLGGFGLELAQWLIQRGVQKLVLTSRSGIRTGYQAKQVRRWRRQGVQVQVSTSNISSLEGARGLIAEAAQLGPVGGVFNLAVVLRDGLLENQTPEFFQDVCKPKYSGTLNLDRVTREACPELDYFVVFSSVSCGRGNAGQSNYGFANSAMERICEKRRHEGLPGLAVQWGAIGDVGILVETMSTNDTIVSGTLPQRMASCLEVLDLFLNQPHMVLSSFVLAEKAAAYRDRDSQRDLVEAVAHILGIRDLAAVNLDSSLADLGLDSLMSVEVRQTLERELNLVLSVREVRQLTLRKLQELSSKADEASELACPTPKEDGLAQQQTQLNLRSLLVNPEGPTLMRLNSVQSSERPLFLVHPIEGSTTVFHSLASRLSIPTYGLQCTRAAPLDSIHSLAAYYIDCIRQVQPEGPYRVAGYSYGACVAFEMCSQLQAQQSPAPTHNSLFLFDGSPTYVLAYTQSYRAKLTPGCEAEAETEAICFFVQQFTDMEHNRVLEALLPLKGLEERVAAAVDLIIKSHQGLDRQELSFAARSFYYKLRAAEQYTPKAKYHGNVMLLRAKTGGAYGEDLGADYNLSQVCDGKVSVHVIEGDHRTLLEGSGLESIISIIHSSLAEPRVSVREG
Rin1-Abl PPI inh: inhibitors of Rin1-Abl protein binding, primary screen, biochemical, TR-FRET; 360,000 compounds, 0.4% hits; inhibition, % at 7.35 µM; Tyrosine-protein kinase ABL1 (Homo sapiens) + Ras and Rab interactor 1 (Homo sapiens), …; AID 588664, 2011; in the data active means inhibition above about 5%, passing the limit was not always enough
CSN deneddyl inh: inhibitors of CSN-mediated cullin deneddylation, primary screen, biochemical, fluorescence polarization, uHTS; COP9 signalosome complex subunit 5 (Homo sapiens), Q92905; Purified CSN, SCF-Nedd8-OG deneddylation; inhibition, % at 12.5 µM; 360,000 compounds, 0.38% hits; AID 651999, 2013;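 active means pattern-corrected inhibition above about 35%, with an unprinted fluorescence ratio check between 0.5 and 1.5, limit read from the data, passing the limit was not always enough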;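 further: 0% = enzyme with substrate and 100% = substrate without enzyme; some results filed as inactive read as strong as hits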
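Assay system: purified human Csn5 enzyme expressed in HEK293T cells; Input: 0.24 nM Csn5 enzyme, final concentration; Reagent: 10 nM SCFSkp2-Nedd8OG; Compound dosing: 12.5 µM single point; Times: reaction 90 min, room temperature; Technique: fluorescence polarization readout.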
Rpn11 block: Rpn11 (PSMD14) deubiquitinase inhibitors, primary screen, biochemical, fluorescence polarization, uHTS. calls only at 20 µM. 360,000 compounds, 0.59% hits. 26S proteasome non-ATPase regulatory subunit 14 (Homo sapiens), O00487. human 26S proteasome, Ub4-pepOG fluorescence polarization; 20S core pre-blocked with epoxomicin. AID 588493, 2011;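 active means inhibition at 20 µM, scaled to each plate's controls, above about 33%, limit read from the data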
* marks the source's active call; other numbers are inactive results; i = inactive; x = no result given; + = active, no number; & = joins results of further samples.

SMILES	NadD block	PABP1 MLLE inh	MT1-MMP act inh	SKN-1 block	Neddyl block	FAS TE block	Rin1-Abl PPI inh	CSN deneddyl inh	Rpn11 block
CCCCNC(=O)c1nc(C2CCN(S(=O)(=O)c3ccccc3C(F)(F)F)CC2)oc1-c1cccc(C(F)(F)F)c1	-4	-5	2	15	i	26	5	10	i
CCn1cc(CNC(=O)/C=C/c2ccc([N+](=O)[O-])cc2)cn1	-3	0	1	2	i	-6	-1	2	i
OC(COc1ccc(C2C=CCC2)cc1)CN1CCCCC1 (stereo not given)	6	-16	8	-8	i	-8	1	6	i
COc1ccc(-n2c(C)cc(C)c(C(C)=O)c2=S)cc1	-1	-53	4	10	i	-12	-1	0	i
CC(C)(C)C(=O)N1N=C(c2ccc(NS(C)(=O)=O)cc2)CC1c1cccs1 (stereo not given)	-8	-15	-4	6	x	12	-3	3	i
NC(=O)COc1ccc(-n2cnnn2)cc1	-3	2	3	-2	i	-8	1	10	i
CCOc1ccc(C(=O)OCC(=O)N2CCCC2)cc1OCC	2	3	-1	17	i	-6	4	-4	i
CC1CCc2c(c3ccccc3n2C(=O)CCl)C1 (stereo not given)	-8	-6	1	1	i	32	2	3	i
COc1ccc(C2CC(c3cccs3)=NN2C(=O)COC(=O)C2CCCCC2)cc1OC (stereo not given)	-5	-3	0	9	i	33	-4	-6	i
CCOc1ccc(/C=N/n2cnnc2)cc1	-3	6	1	6	i	-9	1	3	i
Cc1ccccc1NS(=O)(=O)c1ccc(OCC(=O)N2CCCC2)cc1	-3	-5	3	11	i	-3	1	-5	i
O=[N+]([O-])c1ccc(O)c(/C=N/Nc2ccccc2[N+](=O)[O-])c1	16	-12	5	2	i	4	2	-1	i
O=C(NC1CC1)C1CCN(c2ccc(S(=O)(=O)N3CCOCC3)cc2Cl)CC1	-7	12	8	9	i	-4	0	3	i
CS(=O)(=O)Nc1ccc2c3c(cccc13)CC2	-2	8	-4	-2	i	-8	2	0	i
COc1ccc(CNC(=O)C2CCCN(S(=O)(=O)N3CCC(C)CC3)C2)c(OC)c1 (stereo not given)	-4	1	-4	21	i	-2	-5	0	i
CCNC(=S)Nc1cccc(S(=O)(=O)Nc2ccccc2OC)c1	-1	23	14	-13	i	-3	1	-3	i
CC(=O)Nc1ccc(C(=O)Nc2cc(C)on2)cc1	1	3	8	10	i	-5	3	1	i
CCCC(=O)Nc1cccc(NC(=O)c2ccc(C)c([N+](=O)[O-])c2)c1	-9	3	-1	8	i	15	0	0	i
CCN1C(=O)c2ccc(C(=O)Nc3c(C)cc(C)cc3C)cc2C1=O	-2	4	-2	7	i	-6	-1	3	i
CC(=O)N/C(=N/c1nc(C)cc(C)n1)Nc1ccc(C)cc1Cl	-9	-1	0	21	i	2	0	1	i
Cc1ccc(N(CC(=O)NC2CCCC2)C(=O)CCC(=O)Nc2nccs2)cc1C	3	10	-2	9	i	4	-2	2	i
CCOC(=O)C1CCN(C(=O)Nc2ccc(C)c(Cl)c2)CC1	-7	-17	3	-6	i	9	-2	-5	i
COCCN(CCOC)S(=O)(=O)c1ccc(C(=O)Nc2ccc(S(=O)(=O)Nc3nccc(C)n3)cc2)cc1	5	11	-5	9	i	-2	-1	5	i
COc1cc(C(CCN2CCCC(C)C2)c2c(OC)cc(OC)c3c2OC(=O)CC3c2ccc(N(C)C)cc2)cc(OC)c1OC (stereo not given)	5	4	2	-8	i	-6	1	0	i
CCCCN(CCCC)CCCNC(=O)CC1Oc2ccc(C)cc2NC1=O (stereo not given)	-7	-10	0	-6	i	-4	-1	3	i

Another view of some results above:
Values in the order – NadD block, PABP1 MLLE inh, MT1-MMP act inh, SKN-1 block, Neddyl block, FAS TE block, Rin1-Abl PPI inh, CSN deneddyl inh, Rpn11 block
> CCCC(=O)Nc1cccc(NC(=O)c2ccc(C)c([N+](=O)[O-])c2)c1
  -9, 3, -1, 8, i, 15, 0, 0, i
> CCN1C(=O)c2ccc(C(=O)Nc3c(C)cc(C)cc3C)cc2C1=O
  -2, 4, -2, 7, i, -6, -1, 3, i
> CC(=O)N/C(=N/c1nc(C)cc(C)n1)Nc1ccc(C)cc1Cl
  -9, -1, 0, 21, i, 2, 0, 1, i
> Cc1ccc(N(CC(=O)NC2CCCC2)C(=O)CCC(=O)Nc2nccs2)cc1C
  3, 10, -2, 9, i, 4, -2, 2, i

Following part.
SMILES	NadD block	PABP1 MLLE inh	MT1-MMP act inh	SKN-1 block	Neddyl block	FAS TE block	Rin1-Abl PPI inh	CSN deneddyl inh	Rpn11 block
CCC1Oc2ccccc2N(CC(=O)N2CC(C)CC(C)C2)C1=O (stereo not given)	2	-2	-2	12	i	0	-5	-4	i
O=S(=O)(Nc1n[nH]c(C(F)(F)F)n1)c1ccccc1	-4	-28	1	16	i	-3	3	-3	i
CC(C)C(=O)Nc1ccc(N2CCN(C(=O)c3cccs3)CC2)cc1	-1	-1	-1	-1	i	-7	-2	-5	i
O=[N+]([O-])c1ccc(N/N=C\c2cccn2-c2ccccc2)nc1	0	-89	x	-3	i	-14	3	18	+
COc1cc(CCC(=O)Nc2ccc(S(=O)(=O)N3CCOCC3)cc2)cc(OC)c1OC	-2	9	22	-4	i	-4	4	3	i
CN(CCc1ccccc1)C(=O)c1cccc(NC(=O)Cc2cccc(NC(=O)C3CCCN(C(=O)C4CCC4)C3)c2)c1 (stereo not given)	-2	20	-3	15	i	-3	-5	0	i
CCN(CC)S(=O)(=O)c1cc(C(=O)OC)ccc1Cl	-7	-15	0	-12	i	0	-4	1	i
O=C(NCCc1csc(-c2cccnc2)n1)c1ccc(Br)o1	2	21	-7	10	i	-2	-3	-3	i
CCc1nc2n[nH]c(N)c2c2c1CCCC2	-4	-1	-1	-20	i	-2	-1	-2	i
Cc1ccc(C(=O)NN2C(=O)C3C4c5ccccc5C(c5ccccc54)C3C2=O)cc1 (stereo not given)	-1	17	-2	2	i	0	0	1	i
N#CCCN(C(=O)COc1ccc(Cl)cc1Cl)c1ccccc1	1	2	3	3	i	-10	1	-2	i
CNS(=O)(=O)c1ccc(NC(=S)Nc2ccc3c(c2)OCO3)cc1	-4	25	-1	-6	i	-3	-1	-2	i
CCOC(=O)N1CCC(NC(=O)CS(=O)(=O)Cc2nc(-c3ccc(C)cc3)oc2C)CC1	3	-2	-4	-6	i	-4	-1	1	i
C[C@H](NC(=O)CCCOc1ccc(Cl)cc1Cl)c1nnc2ccccn12	-5	-8	0	3	i	-6	-2	-2	i
O=C(NCCCn1ccnc1)c1ccc(Br)s1	-5	5	1	-30	i	-7	0	-1	i
COc1ccc(CNC(=O)CSc2nnc3nc(C)cc(C)n23)cc1OC	4	-2	1	10	i	-4	3	6	i
C[C@H](CO)N1C[C@H](C)[C@@H](CN(C)C(=O)c2ccc(F)cc2)Oc2cc(Br)ccc2S1(=O)=O	-3	2	6	0	i	-5	0	1	i
CCOC(=O)/C(C#N)=C\c1cc(OC)c(OC)cc1[N+](=O)[O-]	-4	-14	-6	4	i	0	3	-19	i
Cc1cccc(NC(=O)c2ccc(OCC(=O)NCc3ccccc3)cc2)c1C	-4	-4	-2	-1	i	-8	1	5	i
CN1C(=O)/C(=C/c2ccccc2OCc2ccc(C(=O)O)cc2)NC1=S	-2	-137	-1	0	i	-4	0	-6	i
Cc1ccc2nc(Cn3cc(C(F)(F)F)ccc3=O)cc(=O)n2c1	-9	8	0	-8	i	-3	0	-7	i
COC(=O)c1ccc(NC(=O)c2ccc(OC(C)=O)c(OC)c2)cc1	-3	1	4	-3	i	-1	2	-2	i
O=c1c2cc(Cl)ccc2nc(-c2ccc(Cl)c(Cl)c2)n1O	6	6	-6	5	i	3	0	0	i
COC(=O)Nc1ccc(S(=O)(=O)N2CCC(C(=O)NC3CCCCC3)CC2)cc1	-2	1	1	-2	i	-8	4	-1	i
N#CC1=C(N)C2=CCCC[C@H]2[C@H](c2cccc(F)c2)C1(C#N)C#N	0	26	-31	0	i	15	1	-5	i
SMILES	NadD block	PABP1 MLLE inh	MT1-MMP act inh	SKN-1 block	Neddyl block	FAS TE block	Rin1-Abl PPI inh	CSN deneddyl inh	Rpn11 block
O=[N+]([O-])c1cccc(/C=N/Nc2nnc(-c3ccccc3)c(-c3ccccc3)n2)c1	27	2	2	6	i	-8	0	-1	i
Cc1nccn1CCCNC(=O)CC1C(=O)NCCN1Cc1ccc(Cl)c(F)c1 (stereo not given)	-5	1	-4	1	i	-7	-2	0	i
CCN(CC)CCNC(=O)c1cc([N+](=O)[O-])c(N(C)C)cc1OC	-3	1	-1	5	i	-1	-8	-3	i
O=C(/C=C/c1c(Cl)cccc1Cl)NCc1ccccc1	2	-5	0	15	i	-9	-2	3	i
COc1cc(/C=C2\SC(=S)N(NS(=O)(=O)c3ccccc3)C2=O)ccc1O	-2	-78	-27	7	i	-9	-1	31	+
CC1CCN(C(=O)c2[nH]cnc2C(=O)NCC(=O)OC(C)(C)C)CC1	0	-17	2	-1	i	-6	0	1	i
CCOC(=O)C1CCN(C(=O)c2cc(C)n(C(C)(C)C)n2)CC1	-1	2	2	-4	i	-4	2	-5	i
Nc1ccccc1Sc1ccc(C(F)(F)F)cc1[N+](=O)[O-]	3	-11	4	1	i	30	1	5	i
CCO/C([O-])=N/c1c[n+](N2CCOCC2)no1	2&1	-3&-5	1&0	8&11	i	-1&0	-7&-1	3&0	i
COc1ccc(Nc2nc3c(C)cccn3c(=O)c2C=NCc2ccccc2)cc1	4	6	-5	6	i	20	0	-2	i
CS(=O)(=O)N(CC(=O)Nc1ccc(Br)cc1F)C1CCCCC1	-6	5	0	15	i	7	2	1	i
COCc1ccc(C(=O)N(C)CC2CCCN(CCc3ccccc3F)C2)o1 (stereo not given)	-4	3	1	13	i	-8	-1	0	i
CCc1nc2ccc(C(=O)Nc3ccc4c(c3)OCC(=O)N4)cn2c1N(CC)CCOC	-3	-6	-3	18	i	0	1	-3	i
O=C(Nc1cccc([N+](=O)[O-])c1)C1C2CC/C=C\CCC21 (stereo not given)	-2	2	3	-10	i	32	2	-2	i
COc1ccc(CNC(=S)N2CCN(S(=O)(=O)c3cccc(F)c3)CC2)cc1	-9	-150	5	-1	i	0	-2	0	i
CN(c1ccccc1)S(=O)(=O)c1cccc(NC(=O)CSc2nncs2)c1	2	-30	-6	3	i	-5	2	4	i
Cc1nc(CCNC(=O)C2CCC(=O)N(CCc3cccc(F)c3)C2)sc1C (stereo not given)	-1	5	-1	12	i	-6	-3	-3	i
CN(CCC#N)C(=O)COc1ccc(Br)cc1Cl	1	-13	2	3	i	-7	0	5	i
COc1ccccc1NC(=O)CNC(c1ccccc1)c1ccccc1	1	4	-4	14	i	19	0	1	i
CC(C)CN1C(=O)CSCC1(C)C(=O)NC(C)C (stereo not given)	x	x	8	-6	i	x	x	-4	x
O=C(CNC(=O)c1sc2ccccc2c1Cl)NCc1ccccc1	2	-8	-2	15	i	-2	-10	-2	i
